# HCMV inh: human cytomegalovirus inhibition. HFF cells, HCMV-luciferase reporter, 72 h; active compounds read low. activity change, negative = inhibition, % at 57.5 µM. 410,000 compounds, 4.5% hits; in the data active = activity change below about -60%; inconclusive = no clear call, values can overlap the other calls; inactive = above about -39%; note: % is set by controls: 0 for no effect and ±100 for the full control effect
#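 Human foreskin fibroblasts infected with luciferase-reporter HCMV at MOI 1 PFU/cell, compounds at two doses. Luciferase measured 72 h post infection; normalized to buffer-only basal and Salinomycin (10uM) controls.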
# Giardia FBPA inh: Giardia lamblia aldolase inhibition. purified Giardia FBPA. A8B2U2. 290,000 compounds, 0.71% hits. Potency, µM (titrated, usually from 59.6 µM), for inactives: top-dose activity, negative = inhibition, usual class: inhibitors; note: potency is the fitted concentration of half-maximal effect; % is set by controls: 0 for no effect and ±100 for the full control effect; nearly all actives have a fitted effect of over 55% in size
# Target sequence (A8B2U2 whole entry, looked up): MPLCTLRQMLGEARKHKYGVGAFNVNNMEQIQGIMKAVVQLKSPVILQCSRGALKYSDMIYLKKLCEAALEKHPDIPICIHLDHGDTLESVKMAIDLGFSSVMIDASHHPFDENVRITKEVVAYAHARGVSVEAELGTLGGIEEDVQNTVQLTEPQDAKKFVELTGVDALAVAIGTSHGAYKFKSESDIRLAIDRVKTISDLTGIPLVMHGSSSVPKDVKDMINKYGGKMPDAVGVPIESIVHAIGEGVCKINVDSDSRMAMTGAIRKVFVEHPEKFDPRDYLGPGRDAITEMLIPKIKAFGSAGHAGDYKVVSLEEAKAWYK
#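 Giardia FBPA (40 nM reagent) was preincubated 10 min at RT with compound (up to 57.5 uM final), then substrate plus GAPDH/TPI/NAD/arsenate coupling system with diaphorase/resazurin was added; resorufin fluorescence (525/598 nm) was read after 20 min.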
# Shiga toxin inh: blocks Shiga toxin action in Vero cells; AID 2315; inhibition, % at 38.7 µM; Vero cells, Shiga toxin protein synthesis inhibition reporter; 290,000 compounds, 9.2% hits; in the data active = inhibition mostly above about 28%, no sharp cut-off; inactive = mostly below about 43%; note: 0% is about no effect
# AmpC inh no detg: blocks E. coli AmpC beta-lactamase in detergent-free assay; P00811; Potency, µM (doses to about 57.1 µM), inactives show at the top dose activity change, negative = inhibition, usual class: inhibitors; 330,000 compounds, 0.52% hits; AmpC nitrocefin hydrolysis, absorbance 480 nm, 0.0001% Triton;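 note: potency is the fitted concentration of half-maximal effect; plate controls were no compound for no effect and no enzyme for full effect; nearly all actives have a fitted effect of over 20% in size; some results filed as inactive show a strong effect at the top dose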
# Target sequence (P00811 whole entry, looked up): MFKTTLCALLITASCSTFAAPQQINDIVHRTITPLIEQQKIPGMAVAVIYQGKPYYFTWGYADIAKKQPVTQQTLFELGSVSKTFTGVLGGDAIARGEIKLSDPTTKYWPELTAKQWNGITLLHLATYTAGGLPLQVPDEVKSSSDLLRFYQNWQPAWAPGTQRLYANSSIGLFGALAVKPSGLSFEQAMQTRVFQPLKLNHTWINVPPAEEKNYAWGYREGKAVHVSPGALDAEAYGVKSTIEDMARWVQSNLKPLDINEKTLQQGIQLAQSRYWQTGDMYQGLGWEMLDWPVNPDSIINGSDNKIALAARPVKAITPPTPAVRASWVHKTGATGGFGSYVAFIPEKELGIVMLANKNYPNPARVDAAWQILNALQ
#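 20 mM phosphate pH 7.0 + 0.01% (detergent screen) or 0.0001% Triton X-100; 5.3 nM AmpC reagent; cpd preinc 15 min RT; nitrocefin (800 uM stock) to start; A480 q20 s × 4 min; Activity was normalised to no-enzyme and no-compound control wells.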
# AMA1 RON2 block: disrupts binding of P. falciparum AMA1 to RON2 | AlphaScreen AMA1-biotinylated RON2 peptide binding | Potency, µM (doses to about 58.2 µM), for the others: at the highest dose activity change, negative = inhibition, most hits filed as inhibitors | 360,000 compounds, 0.2% hits | AID 720542;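 note: potency is the fitted concentration of half-maximal effect; 0% = vehicle wells and -100% = peptide control; nearly all actives have a fitted effect of over 45% in size; some results filed as inactive show a strong effect at the top dose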
#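 AMA1 (3D7) with his tag at 25 nM final met compounds first, then biotinylated RON2 peptide at 25 nM; detection used donor plus acceptor beads, 10 µg/mL apiece, read by AlphaScreen after 30 min at room temperature.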
# Cycloheximide cs: affects cycloheximide protein synthesis inhibition readout, counter-screen. 300,000 compounds, 12% hits. cell reporter, cycloheximide protein synthesis inhibition counterscreen. max response, %; in the data active = max response mostly above about 13%, no sharp cut-off; inactive = mostly below about 14%; note: read at 38.3 µM for the half of the compounds with a filed dose; 0% is about no effect
# AmpC inh detg: blocks E. coli AmpC beta-lactamase in detergent assay; P00811; AmpC hydrolysis of nitrocefin, absorbance 480 nm, 0.01% Triton; Potency, µM (titrated, usually from 114 µM), without a hit: at the highest dose activity change, negative = inhibition, most hits filed as inhibitors; 370,000 compounds, 0.041% hits;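 note: potency is the fitted concentration of half-maximal effect; 0% = no-compound wells and -100% = no-enzyme wells; nearly all actives have a fitted effect of over 25% in size; some results filed as inactive show a strong effect at the top dose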
#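 20 mM phosphate pH 7.0 + 0.01% (detergent screen) or 0.0001% Triton X-100; 5.3 nM AmpC reagent; cpd preinc 15 min RT; nitrocefin (800 uM stock) to start; A480 q20 s × 4 min; Activity was normalised to no-enzyme and no-compound control wells.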
# An asterisk follows results filed as active; ? = inconclusive; nt = not tested or not shown; [ ] = remark or other dose. Unless noted, calls come from the whole dose curve; as a rule, active = well fitted curve in the direction sought with a large enough effect; inconclusive = small, poorly fitted or top-dose-only effect, or another doubt; inactive = no such curve, though single readings can be large; an effect the other way counts as inactive or inconclusive.
# The line under a structure holds: HCMV inh, Giardia FBPA inh, Shiga toxin inh, AmpC inh no detg, AMA1 RON2 block, Cycloheximide cs, AmpC inh detg
> O=C(c1cc(-c2cccs2)on1)N1CCOCC1
 : 63, 3%, 104*, -11%, -4%, 37*, 1%
> Cc1onc(-c2ccccc2)c1C(=O)Nc1nnc(COc2ccc(Cl)cc2)s1
 : nt, 2%, 18, -31%, 14%, 4, ?
> O=C(NC1CCCCC1)C1CCN(S(=O)(=O)c2cccc3nsnc23)CC1
 : 17, 6%, 7, -32%, -1%, 2, -9%
> O=C(O)C(Cc1ccccc1)n1cccc1 (stereo not given)
 : 67, 7%, -10, -25%, -6%, -4, -1%
> O=S(=O)(NCc1ccccc1Cl)c1cnc[nH]1
 : 3, 5%, -12, -24%, -5%, 7, 2%
> CCOc1cc(C(c2c(C)[nH][nH]c2=O)c2c(C)[nH][nH]c2=O)ccc1OCc1ccc([N+](=O)[O-])cc1
 : -37, 8%, -34, -14%, 73%[activator], -6, 1%
> Cc1cc2ccccc2n1CCNC(=O)C1CC1
 : 25, 2%, -3, 28%, -18%, 2, ?
> COc1ccccc1N(CCC#N)C(=O)CSc1nnc2ccccn12
 : -10, nt, nt, -4%, 14%, nt, 10%
> Cc1ccc(S(=O)(=O)Nc2ccc3[nH]c(=O)[nH]c3c2)c(C)c1
 : -12, ?, -12, -38%, -1%, 9, -2%
> CCOC(=O)CC1CCCCN1C(=O)c1ccc2nc(CCOC)oc2c1 (stereo not given)
 : -2, nt, 10, -1%, 9%, 24, 2%
> O=C(Nc1ccc(F)cc1)N1CCN(c2ncccn2)CC1
 : 15, -4%, 22, -17%, 5%, -2, 2%
> COc1cc(OC)c(NC(=O)CN(C)S(=O)(=O)c2ccc3[nH]c(=O)oc3c2)cc1Cl
 : 0, nt, 18, -44%, -1%, -9, -7%
> CCOC(=O)Cc1csc(NC(=O)C(CC(C)C)NC(=O)C2CCCCC2)n1 (stereo not given)
 : -36, -1%, -5, -20%, 8%, -2, 1%
> COc1ccccc1NC(=O)c1cccs1
 : 20, -4%, 26, -17%, -8%, 14, 0%
> COc1ccc(NS(=O)(=O)c2ccc(N3CCCC3)c(NC(=S)Nc3cccc(C)c3C)c2)cc1
 : ?, -8%, -17, -26%, 64%[activator], -1, -8%
> O=C(COC(=O)C1CCN(C(=O)c2ccc(Cl)cc2)CC1)Nc1ccccc1F
 : 29, nt, nt, 31%, 3%, nt, 1%
> COc1ccc(-n2c(N)c(C(=O)NCC3CCCO3)c3nc4ccccc4nc32)c(OC)c1 (stereo not given)
 : -33, ?, 7, 86%[activator], 3%, 1, ?
> Cc1ccccc1-n1ncc2c1CC(C)(C)CC2NC(=O)CCN1CCCCC1=O (stereo not given)
 : -20, nt, -6, 64%[activator], 3%, -3, -1%
> Cc1ccc(C(=O)Nn2c(O)c(C=C3N=c4ccccc4=N3)sc2=S)cc1
 : 58, -2%, -7, -20%, 23%, -1, ?
> CCc1cc(Cn2nc(-c3ccccc3C)cc2C(=O)O)on1
 : -6, nt, nt, -10%, 2%, nt, 2%
> Cc1ccnc(-n2c(CCN3C(=O)c4ccccc4C3=O)nc3ccccc3c2=O)c1
 : 20, -3%, 11, -8%, 1%, -2, -15%
> O=S(=O)(c1ccc2c(c1)CCCC2)N1CCNCC1
 : -38, nt, nt, -6%, 0%, nt, ?
> CCCCN(Cc1ccco1)C(=O)Cn1ncc2c(=O)oc3ccc(C)cc3c21
 : -4, 1%, -5, -14%, 1%, -4, -2%
> CNS(=O)(=O)c1ccc(Cl)nc1
 : -7, 1%, -7, -14%, 2%, -1, -14%
> CC(C)CNS(=O)(=O)c1ccc(S(=O)(=O)N2CCC3(CC2)OCCO3)cc1
 : 16, 2%, -9, 24%, 17%, 9, 5%
> N#Cc1c(-c2ccccc2Cl)noc1/C=C/Nc1ccc(C(=O)O)cc1
 : 1, 18%, 35, -40%, -4%, 17, 4%
> COc1ccc(CNC(=O)CN2C(=O)NC(C)(c3cccc(Br)c3)C2=O)cc1 (stereo not given)
 : nt, -2%, -7, 1%, 3%, 0, -14%
> O=c1c(C(c2ccccc2)c2c(O)nc3n(c2=O)CCS3)c(O)nc2n1CCS2
 : 12, 1%, -4, -18%, -5%, -3, ?
> C=CCn1c(O)c(C(CC)=NCCN2CCN(C(=S)NC)CC2)c(=O)[nH]c1=O
 : 38, -10%, -1, 1%, 2%, -2, -2%
> CC(C)(C)C(=O)NCCN1CCN(C(=O)C(C)(C)C)CC1
 : -26, 2%, 11, -4%, 18%, -4, -10%

# Arranged by formula weight (descending): 6 of the compounds above.
# The line under a structure holds: HCMV inh, Giardia FBPA inh, Shiga toxin inh, AmpC inh no detg, AMA1 RON2 block, Cycloheximide cs, AmpC inh detg
> COc1ccc(NS(=O)(=O)c2ccc(N3CCCC3)c(NC(=S)Nc3cccc(C)c3C)c2)cc1
 : ?, -8%, -17, -26%, 64%[activator], -1, -8%
> Cc1onc(-c2ccccc2)c1C(=O)Nc1nnc(COc2ccc(Cl)cc2)s1
 : nt, 2%, 18, -31%, 14%, 4, ?
> O=C(COC(=O)C1CCN(C(=O)c2ccc(Cl)cc2)CC1)Nc1ccccc1F
 : 29, nt, nt, 31%, 3%, nt, 1%
> Cc1ccccc1-n1ncc2c1CC(C)(C)CC2NC(=O)CCN1CCCCC1=O (stereo not given)
 : -20, nt, -6, 64%[activator], 3%, -3, -1%
> Cc1ccc(C(=O)Nn2c(O)c(C=C3N=c4ccccc4=N3)sc2=S)cc1
 : 58, -2%, -7, -20%, 23%, -1, ?
> O=C(O)C(Cc1ccccc1)n1cccc1 (stereo not given)
 : 67, 7%, -10, -25%, -6%, -4, -1%

# An excerpt from above, limited to AmpC inh no detg and AmpC inh detg:
smiles,AmpC inh no detg,AmpC inh detg
CC(C)(C)C(=O)NCCN1CCN(C(=O)C(C)(C)C)CC1,-4%,-10%
COc1ccccc1NC(=O)c1cccs1,-17%,0%
CCOC(=O)CC1CCCCN1C(=O)c1ccc2nc(CCOC)oc2c1 (stereo not given),-1%,2%

# (cont.)
# The line under a structure holds: HCMV inh, Giardia FBPA inh, Shiga toxin inh, AmpC inh no detg, AMA1 RON2 block, Cycloheximide cs, AmpC inh detg
> CC(C)n1c(NCc2cc(Cl)ccc2O)nc2ccccc21
 : 5, -5%, -19, -35%, -16%, -10, -13%
> C/C(=N/NC(=O)CNC(=O)CCc1ccccc1)c1ccc(Cl)c(Cl)c1
 : 25, 3%, 23, 12%, 2%, 1, 2%
> Cc1cc(OCC(=O)Nc2ccc3c(c2)OCCO3)ccc1Cl
 : 34, 5%, 107*, -5%, 10%, 39*, -3%
> Cc1ccc(-n2c(SCC(=O)N3CCOCC3)nnc2-c2ccncc2)cc1
 : 71, 7%, 19, 22%, 0%, -3, ?
> O=C(CSc1nc(O)cc(=O)[nH]1)N1c2ccccc2CCc2ccccc21
 : ?, 9%, -5, -46%, -17%, -2, 0%
> COc1ccc(-c2nnc(-c3cc4ccccc4oc3=O)o2)cc1
 : 26, 4%, 15, -9%, -10%, 10, 5%
> COc1cccc(-c2coc3cc4oc(=O)c(CC(=O)O)c(C)c4cc23)c1
 : -34, 1%, 5, -23%, 0%, 7, 2%
> C/C(=N\NC(=O)c1cc(C)nc2ccccc12)c1ccc([N+](=O)[O-])cc1
 : 16, 5%, -1, 149%[activator], -7%, 6, -5%
> N#C/C(=C/c1ccc2c(c1)OCO2)C(=O)NCCc1c[nH]c2ccccc12
 : -16, 0%, 7, 0.28µM*, ?, -1, 6%
> O=C(O)CCCCCNc1nc(=S)[nH]c2ccccc12
 : 24, -2%, 10, -9%, -9%, 3, 9%
> Cc1cc2c(=O)n(CC(=O)N3CCN(c4ccccc4)CC3)cnc2s1
 : 24, 0%, -7, -2%, -8%, 2, ?
> O=C(O)c1ccccc1C(=O)c1ccc(-c2ccccc2)cc1
 : 29, 9%, 92*, -15%, -8%, 44*, -8%
> COc1ccc(-n2ncc(Cl)c(Cl)c2=O)cc1
 : -101*, 0%, 32, -17%, -2%, 1, -13%
> CC(=O)N1CCN(c2ccc(S(=O)(=O)N3CCOCC3)cc2[N+](=O)[O-])CC1
 : 7, nt, nt, -9%, -1%, nt, nt
> Cc1c(CN2CCC(CO)(Cc3ccccc3)CC2)c2ccccc2n1C
 : ?, 2%, -22, 38%, -16%, -3, 0%
> CCn1cc(C(=O)NC2CC3CCC2C3)c(=O)c2ccc(C)nc21 (stereo not given)
 : nt, 4%, -14, -28%, nt, -2, 0%
> Oc1ccc(Br)cc1/C=N/Nc1ncc(-c2ccccc2)cn1
 : -33, 3%, -17, -36%, 7%, -3, 1%
> CN(C)CCCNC(=O)c1ccc(-c2nc(-c3ccc(Cl)cc3)cs2)cc1
 : 34, 3%, -18, 120%[activator], 7%, -10, 1%
> COc1ccc(OC)c(CNS(=O)(=O)c2cc(-c3cc(C)no3)ccc2OC)c1
 : -28, nt, -2, 1%, 0%, 10, 4%
> COCc1cc(C)nc2sc(C(=O)NN)c(-n3cccc3)c12
 : 73, -9%, 31, -19%, 35%[activator], 7, 4%
> Cc1[nH]nc(Nc2ccc(O)cc2)c1[N+](=O)[O-]
 : -28, 3%, 16, 30%, 17%, 10, 1%
> FC(F)(F)c1ccnc(N2CCN(Cc3cnc(-c4ccccc4)[nH]3)CC2)c1
 : -7, 5%, 61*, 31%, -19%, 63*, 9%
> N#CCOc1ccc(C2=NO[C@@H]3[C@@H]4C[C@@H]([C@H]5C(=O)N(c6ccc7c(c6)OCO7)C(=O)[C@@H]45)[C@H]23)cc1
 : -31, -2%, -10, -21%, 10%, -3, -8%
> CC(NC(=O)c1cc2ccccc2o1)c1cccs1 (stereo not given)
 : -30, 0%, 11, -24%, 7%, 14, -11%
> NNC(=S)Nc1cc(S(=O)(=O)N2CCOCC2)ccc1N1CCOCC1
 : 3, -22%, -2, 35%, 76%[activator], 3, -5%
> O=C(Nc1ccccc1)c1ccc[nH]1
 : 5, 2%, 40*, 0%, 8%, -2, -7%
> Cc1cc(C)c2nc(-c3cccnc3)cc(C(=O)NC(C)c3cnn(C)c3C)c2c1 (stereo not given)
 : ?, 0%, -13, 168%[activator], -4%, -3, -14%
> Cc1ccccc1-n1nc(C)c2cc(C(=O)N3CCN(S(=O)(=O)c4ccc(F)cc4)CC3)sc21
 : -22, -5%, -7, -4%, 0%, 9, -1%
> CCc1ccc(OCc2nnc(-c3ccccc3Br)o2)cc1
 : -27, nt, nt, -14%, 29%[11.6 µM], nt, -21%
> O=C(c1cccc([N+](=O)[O-])c1)N1CCN(S(=O)(=O)N2CCCCC2)CC1
 : 39, 2%, -6, 7%, 7%, -2, -8%
> CCOC(=O)N1CCC(N2CC34C=CC(O3)C(C(=O)Nc3ccc(C)cc3)C4C2=O)CC1 (stereo not given)
 : 23, 2%, 7, 34%, -7%, 1, -1%
> COc1ccc(OC)c(NC(=O)CC2Oc3ccccc3NC2=O)c1 (stereo not given)
 : 21, -2%, 28, -21%, 0%, 14*, -7%
